GDH-TPI counter: inhibits GDH-TPI coupling enzymes, artifact for Mtb FBA screen; GDH-TPI coupled enzyme counterscreen, NADH absorbance; inhibition, % at 4.8 µM; 360,000 compounds, 1.2% hits;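 also: 0% = DMSO wells and 100% = wells lacking the enzyme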
Mtb FBA inh: Mtb fructose-bisphosphate aldolase inhibition; P9WQA3; purified M. tuberculosis FBA, fluorescence read-out; inhibition, % at 1 µM; 360,000 compounds, 2.3% hits; AID 588726; in the data active = inhibition above about 27%;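 also: 0% = vehicle and 100% = reference inhibitor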
Target sequence (P9WQA3 whole entry, looked up): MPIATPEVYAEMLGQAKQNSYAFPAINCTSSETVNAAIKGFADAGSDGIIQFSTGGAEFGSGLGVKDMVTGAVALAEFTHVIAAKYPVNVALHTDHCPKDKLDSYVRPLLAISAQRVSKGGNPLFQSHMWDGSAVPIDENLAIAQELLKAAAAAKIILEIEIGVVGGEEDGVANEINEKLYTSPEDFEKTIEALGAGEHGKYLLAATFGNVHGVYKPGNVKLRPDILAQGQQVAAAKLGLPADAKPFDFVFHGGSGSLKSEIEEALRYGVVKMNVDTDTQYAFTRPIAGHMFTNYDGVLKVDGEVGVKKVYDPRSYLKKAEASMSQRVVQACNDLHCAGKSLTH
Mtb BioA inh: inhibitors of Mycobacterium tuberculosis BioA enzyme. purified M. tuberculosis BioA enzyme, plate reader. AID 602481. 360,000 compounds, 0.096% hits. inhibition, % at 9.99 µM; in the data active = inhibition above about 40%; inconclusive = no clear call, values can overlap the other calls
FadD28 binding: M. tuberculosis FadD28 bisubstrate binding inhibition. 360,000 compounds, 0.22% hits. inhibition, % at 12.5 µM. FadD28 bisubstrate probe binding, fluorescence polarization; in the data active = inhibition above about 8.5%, passing the limit was not always enough; inconclusive = no clear call, values can overlap the other calls
MazF activator: increases E. coli MazEF RNase cleavage of RNA; P0AE70; FAM/BHQ RNA-DNA oligo cleavage fluorescence, 5 h; activation, % at 20 µM; 350,000 compounds, 0.32% hits; AID 504720; in the data active = activation above about 50%
Target sequence (P0AE70 whole entry, looked up): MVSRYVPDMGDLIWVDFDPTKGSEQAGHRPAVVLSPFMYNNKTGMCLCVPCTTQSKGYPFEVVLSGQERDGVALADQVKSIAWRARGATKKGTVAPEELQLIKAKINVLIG
Rv3671c inh: inhibitors of M. tuberculosis serine protease Rv3671c. P9WHR9. inhibition, % at 5.96 µM. 320,000 compounds, 0.048% hits; in the data active = inhibition above about 38%;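 also: extracellular domain of Rv3671c used as enzyme; 0% = enzyme with DMSO and 100% = no enzyme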
UGM FP inh: inhibitors of M. tuberculosis UDP-galactopyranose mutase | P9WIQ1 | purified UGM, fluorescence polarization probe displacement | inhibition, % at 10 µM | 320,000 compounds, 0.06% hits | AID 504406; in the data active = inhibition above about 10%, passing the limit was not always enough; inconclusive = no clear call, values can overlap the other calls
Target sequence (P9WIQ1 whole entry, looked up): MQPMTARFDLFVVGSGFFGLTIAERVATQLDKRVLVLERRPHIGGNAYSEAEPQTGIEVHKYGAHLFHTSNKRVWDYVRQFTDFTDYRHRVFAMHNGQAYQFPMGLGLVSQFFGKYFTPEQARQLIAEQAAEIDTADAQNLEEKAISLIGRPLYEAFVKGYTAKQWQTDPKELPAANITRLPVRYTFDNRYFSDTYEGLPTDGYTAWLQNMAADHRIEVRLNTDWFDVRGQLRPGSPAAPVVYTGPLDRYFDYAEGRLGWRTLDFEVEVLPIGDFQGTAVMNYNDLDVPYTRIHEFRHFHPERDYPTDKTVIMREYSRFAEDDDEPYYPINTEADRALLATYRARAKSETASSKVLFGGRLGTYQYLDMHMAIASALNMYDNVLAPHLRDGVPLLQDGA
CCHF vOTU inh: CCHFV vOTU protease inhibition; Pep-AMC fluorescence; inhibition, % at 11.5 µM; 370,000 compounds, 0.55% hits; AID 651958; also: 0% = vehicle wells with enzyme and 100% = no enzyme wells
DUSP3 inh: blocks human VHR1 dual specificity phosphatase; recombinant VHR phosphatase, pNPP absorbance; P51452; AID 1654; inhibition, % at 13.3 µM; 290,000 compounds, 0.52% hits; in the data active = inhibition above about 50%; also: some compounds called inactive have numbers as strong as hits
Target sequence (P51452 whole entry, looked up): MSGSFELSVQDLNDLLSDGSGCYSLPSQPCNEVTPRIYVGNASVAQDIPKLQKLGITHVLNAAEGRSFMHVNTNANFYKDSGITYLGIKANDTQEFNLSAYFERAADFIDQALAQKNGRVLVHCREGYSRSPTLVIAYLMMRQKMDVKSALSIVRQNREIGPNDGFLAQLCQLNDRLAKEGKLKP
BoNT F protease: BoNT F light chain protease inhibition; 360,000 compounds, 0.22% hits; Multiplex microsphere protease cleavage assay, flow cytometry; inhibition, % at 10 µM; in the data active = inhibition above about 35%, passing the limit was not always enough; inconclusive = no clear call, values can overlap the other calls; also: plate controls were buffer without enzyme for full effect and enzyme alone for no effect
Numbers without * were called inactive; u = inconclusive; x = not tested or not shown; & = joins results of further samples. Rule as the data show it, unless noted: active = inhibition above about 30%; inactive = the rest.

SMILES	GDH-TPI counter	Mtb FBA inh	Mtb BioA inh	FadD28 binding	MazF activator	Rv3671c inh	UGM FP inh	CCHF vOTU inh	DUSP3 inh	BoNT F protease
CN1CCN(C(CNC(=O)C(=O)NC2CCCCC2)c2ccc(F)cc2)CC1 (centres undefined)	2	0	0.2	-3.1	7	2	0.9	6	x	-6
CC1=CC(=NNS(=O)(=O)c2ccc([N+](=O)[O-])cc2)CC(C)(C)C1	16	-1	0.3	0.8	-3	x	x	7	x	3
Cc1ccc(CNC(=O)CCS(=O)(=O)c2cc(Br)cc3c2N(C(=O)C2CC2)CC3)o1	2	-1	-1.1	0.5	-4	-5	2.2	-2	-11	8
Cc1nc(-c2ccccc2)cs1	4	-2	-0.3	-1.9	-1	5	1.4	7	33	4
CCOc1ccccc1-n1c(SCC(=O)NC(C)(C)C)nnc1-c1ccoc1C	-2	0	2.3	-0.7	2	0	0.2	8	17	14
CCc1nc2ccc(C(=O)Nc3ccc4c(c3)OCC(=O)N4)cn2c1N(C)C(=O)Cc1ccccc1	3	-2	-0.2	-2.6	x	x	x	10	x	-4
O=C(NNC(=O)c1ccccc1F)c1cccs1	8	5	-5.9	x	4	-1	-2.4	-3	-26	1
Cc1ccc(C(=O)N2CCCC(Nc3cccc(F)c3)C2)cc1N1CCNC1=O (centres undefined)	4	1	12	-0.7	6	1	-1.3	5	18	4
COc1ccc(NS(=O)(=O)c2ccc(C(=O)N3CCN(Cc4ccccc4)CC3)cc2)cc1	4	2	x	-2.0	-7	-1	1.5	-5	8	-1
C[C@H]1CN([C@@H](C)CO)C(=O)c2cccc(NS(=O)(=O)c3ccc(F)cc3)c2O[C@H]1CN(C)Cc1ccc(Cl)c(Cl)c1	12	2	1.3&-1.6	-2.3	-7	3	-0.4	8	x	6
COc1cccc(/C=C2\SC(=S)N(CCCC(=O)NC3=NCCS3)C2=O)c1	6	-1	-1.2	-0.7	-87	2	-4.3	9	-2	-4
CC(=O)Nc1ccc(NC(=O)CSc2nc3c([nH]c4ccccc43)c(=O)n2-c2ccccc2F)cc1	8	-1	-1.8	-3.4	-2	-45	0.4	10	15	-12
Cc1cccc(-n2c(=S)[nH]c3sc4c(c3c2=O)CCc2ccccc2-4)c1	14	4	x	1.2	-2	x	x	-11	8	17
CS(=O)(=O)Nc1cccc(NC(=O)c2ccc(-c3ccc(F)c(F)c3)c3ccoc23)c1	-1	-2	0.6	-4.6	x	x	x	-2	x	2
CCOC(=O)C1=CN(Cc2cccc(F)c2)S(=O)(=O)N(C)C1CCc1ccccc1 (centres undefined)	3	-3	-2.0	1.8	-3	x	x	8	x	0
COc1ccc(C(=O)N2CCC(O)(c3ccc(Cl)cc3)CC2)cc1OC	6	0	x	-2.8	2	-2	0.6	-14	16	u
Cc1cccc(NC(=O)CNC(=O)[C@H]2O[C@@H](n3ccc(=O)[nH]c3=O)[C@H](O)[C@@H]2O)c1C	x	0	-3.0	-3.9	x	x	x	1	x	-7
CC(=O)C(C(C)=O)C1(O)C(=O)c2ccccc2C1=O	21	6	-3.6	1.0	-3	-129	-1.0	101*	-7	6
O=c1oc(-c2cccnc2)nc2ccccc12	1	5	-1.0	-0.1	-19	2	1.8	4	25	6
O=C(N/C(=C/c1ccco1)C(=O)N1CCCCCC1)c1ccccc1	7	0	-2.1	-0.8	2	-15	-0.9	0	30	13
CC(C)N1CCN(c2ccc(O)cc2)CC1	2	0	-0.4	-3.0	3	-25	0.7	13	2	0
Cc1cccc(N2CCN(C(=O)CCCSc3nc4ccccc4[nH]3)CC2)c1C	-1	5	-1.2	-0.4	1	2	1.6	-10	16	-5
C=CCn1c(SCC(=O)NC(=O)NC)nnc1C1CCCCC1	-3	-1	x	-2.7	7	10	-6.2	7	13	1
CCCCCCCCn1cnc2c(N)c(C)c(C)cc21	-10	1	x	-4.1	-11	-3	-0.6	25	40	-8

Overlap with the part before: 6 entries; new compounds follow.
SMILES	GDH-TPI counter	Mtb FBA inh	Mtb BioA inh	FadD28 binding	MazF activator	Rv3671c inh	UGM FP inh	CCHF vOTU inh	DUSP3 inh	BoNT F protease
O=c1oc(-c2cccnc2)nc2ccccc12	1	5	-1.0	-0.1	-19	2	1.8	4	25	6
O=C(N/C(=C/c1ccco1)C(=O)N1CCCCCC1)c1ccccc1	7	0	-2.1	-0.8	2	-15	-0.9	0	30	13
CC(C)N1CCN(c2ccc(O)cc2)CC1	2	0	-0.4	-3.0	3	-25	0.7	13	2	0
Cc1cccc(N2CCN(C(=O)CCCSc3nc4ccccc4[nH]3)CC2)c1C	-1	5	-1.2	-0.4	1	2	1.6	-10	16	-5
C=CCn1c(SCC(=O)NC(=O)NC)nnc1C1CCCCC1	-3	-1	x	-2.7	7	10	-6.2	7	13	1
CCCCCCCCn1cnc2c(N)c(C)c(C)cc21	-10	1	x	-4.1	-11	-3	-0.6	25	40	-8
COc1cc(C(=O)N/N=C/c2ccc(OC(=O)c3cccc(C)c3)c(OC)c2)ccc1O	4	0	-0.3	-14	3	-43	1.1	20	18	-8
CCC/C=N/NC(=O)c1cc(-c2ccccc2)nc2ccccc12	18	0	x	-2.8	2	-28	-2.7	15	13	8
COCCN(C(=O)CSc1nnc(-c2ccc(Cl)cc2)o1)c1c(N)n(CC(C)C)c(=O)[nH]c1=O	5	3	-1.9	0.9	-4	1	0.6	7	32	1
Cc1ccc(NC(=O)Nc2cccnc2)cc1	1	0	0.5	-1.3	1	1	-0.4	7	-2	4
COc1ccc(-c2csc(Cc3nnc4n3CCCCC4)n2)cc1OC	4	1	x	-3.5	10	4	1.0	-6	8	6
O=C(NCCCN1CCN(c2ccccc2F)CC1)Nc1ccc(F)cc1	-1	4	0.1	-0.9	4	1	1.1	-5	30	-1
CCOC(=O)CC(=O)CSc1ccc2nnc(-c3ccccc3)n2n1	18	6	3.5	-0.4	7	7	-0.8	16	5	0
COc1ccc(-c2cnc3nc[nH]c(=O)c3n2)cc1	12	16	-0.9	0.9	-7	-1	-1.1	-8	13	-17
CCCN1CCN(CCCNC(=O)c2ccc(CS(=O)c3ccc(OC)cc3)o2)CC1 (centres undefined)	-1	1	-0.7	-2.8	0	-4	1.3	-5	8	0
COc1ccc(-c2noc(C3CCCN(C(=O)c4ccccc4C)C3)n2)cc1 (centres undefined)	13	1	2.1	-2.8	5	x	2.2	10	24	x
O=C(NC1CCCCC1)n1c(=O)oc2ccccc21	-11	-4	-3.0	0.7	2	0	1.9	-2	6	0
CN(C)S(=O)(=O)c1cc(NC(=O)COC(=O)Cc2ccccc2)ccc1Cl	3	5	x	-2.1	-2	-7	1.2	-3	14	-2
Cc1ccc(NN=C2C(=O)OC(C)(C)OC2=O)c(C)c1	15	-7	-4.5	-1.7	2	4	-1.4	5	29	8
Cc1ccc(C2C3=C(CC(C)(C)CC3=O)NC3=C2C(=O)CC(C)(C)C3)o1	-1	1	x	-0.5	7	5	-0.4	10	4	0
Cc1ccc(C)c(N2CCN(C(=O)c3cc4c(C)nc5ccccc5c4o3)CC2)c1	-1	-4	-0.6	-2.1	-19	-12	1.1	14	13	-4
OC(COCc1ccc2c(c1)OCO2)CN1CCC(Cc2ccccc2)CC1 (centres undefined)	-6	4	x	0.4	5	5	-6.7	-8	13	-7
Cc1nn(Cc2ccccc2)c(Cl)c1C(=O)OCc1nnc(-c2ccccc2)o1	-5	2	-1.1	-2.9	-3	-4	-2.9	3	15	-18
O=S(=O)(c1ccc(Br)c2nsnc12)N1CCOCC1	6	0	x	-1.6	-3	-6	-1.1	-2	6	-1
O=c1[nH]n(-c2ncnc3c2cnn3-c2ccccc2)c(=O)c2ccccc12	9	2	x	0.3	2	7	-1.5	5	26	2
COc1cc(C(=O)N2CCN(c3cccc(C)c3C)CC2)ccc1OCC(=O)N1CCOCC1	3	-1	-0.9	-1.7	-1	4	2.7	-13	x	4
O=C1OCC(O)=C1Cc1ccccc1	-2	-1	x	-2.7	1	x	x	4	x	-3
Cc1ccc(-c2nc(N)sc2-c2ccccc2)cc1C	15	0	x	-1.8	-17	7	-1.4	16	-1	-4
COc1ccc(CC(=O)OCC(=O)NCc2ccco2)cc1OC	1	-2	x	-4.3	5	4	0.1	-3	x	10
COC(=O)C1=Cc2cc(OC)cc([N+](=O)[O-])c2OC1N1CCOCC1 (centres undefined)	8	0	-1.5	-2.7	-1	2	0.4	-8	-13	u
CC(C)(C)OC(=O)N1CCC[C@H]1c1nnc(SCc2ccccc2Cl)o1	5	1	0.1	-2.7	2	-2	-2.5	10	18	3
Cc1ccc(S(=O)(=O)N2CCN(C(=O)COC(=O)/C=C/c3ccc(C(F)(F)F)cc3)CC2)c(C)c1	11	5	-3.6	-0.4	-7	x	x	7	x	-3
COc1ccc(OCC(=O)Nc2ccc(Cl)cc2C(=O)c2ccccc2)cc1	16	6	0.8	-0.5	4	7	1.9	12	18	25
O=C1OC(Nc2ncccn2)c2ccccc21 (centres undefined)	12	0	x	-1.1	5	6	5.4	-58	12	5
Cc1ccccc1C(=O)NC(CC(C)C)C(=O)Nc1cccc(S(=O)(=O)N(C)C)c1 (centres undefined)	1	2	x	1.5	-3	-1	-0.7	5	34	-7
C#CC1(OC(=O)c2ccccc2)CC(C)N(C)CC1C (centres undefined)	0	-2	0.4	-6.4	1	x	-0.1	-12	22	u
Cc1c(N=Cc2ccc(Cl)o2)c(=O)n(-c2ccccc2)n1C	7	-1	x	0.6	-2	2	-0.3	x	24	-13
CSc1nc(N)nc(SCC(=O)C23CC4CC(CC(C4)C2)C3)c1C#N	-2	0	0.2	-1.4	-6	-18	0.4	-2	0	-3
CCCCn1c(N)c(N(CCOC)C(=O)c2oc3ccc(OCC)cc3c2C)c(=O)[nH]c1=O	-1	3	0.8	2.9	-8	2	-1.3	-3	x	-8
CCOc1ccccc1NC(=O)Cn1[nH]c(=O)c2ccccc2c1=O	-7	3	x	-4.8	x	-13	-1.0	x	22	-5
O=C(Nc1cccc(S(=O)(=O)NC2=NCCC2)c1)C1CC(=O)N(c2ccc3c(c2)OCCO3)C1 (centres undefined)	6	2	x	-2.8	-19	-1	0.7	-3	2	-6
CN(C)S(=O)(=O)c1cccc(C(=O)OCC(=O)NCc2ccccc2)c1	-1	-1	0.2	-0.4	6	-4	-0.6	-1	31	-4
CCCc1nc2ccc([N+](=O)[O-])cc2[nH]1	10	-2	x	-1.2	-3	10	0.0	6	17	-1
CCCCn1c(SCc2cccc([N+](=O)[O-])c2)nc2ccsc2c1=O	9	-1	x	-2.0	-10	-12	-3.1	1	-8	2
COc1ccc(NC(=O)C2C3C=CC4(CN(Cc5cccnc5)C(=O)C24)O3)c(OC)c1 (centres undefined)	3	-2	0.7	-0.8	-2	-8	0.4	2	4	-42
CCC(OC(C)=O)c1cc2c(cc1[N+](=O)[O-])OCCO2 (centres undefined)	14	0	x	-1.8	0	-6	2.8	10	12	0
CC1=C(C(=O)OCc2ccccc2)C(c2ccc([N+](=O)[O-])cc2)NC(=O)N1 (centres undefined)	16	-1	2.0	-3.5	3	-2	2.0	5	4	-2
O=C(CN1C(=O)COc2ccc(S(=O)(=O)N3CCCC3)cc21)NCc1ccccn1	11	3	x	-1.0	2	4	-1.3	2	2	-5
COc1ccc(CC(N)c2csc(Nc3ccc(C(=O)c4ccccc4)cc3)n2)cc1 (centres undefined)	16	1	0.4	-11	x	x	x	10	x	-25
COc1cccc(NC(=O)c2ccc(-n3cccn3)nc2)c1	10	1	-2.0	-0.5	-3	2	2.7	-6	2	0
COc1cccc(C(O)c2nc(-c3cccc(C(C)C)c3)cs2)c1 (centres undefined)	10	0	-0.5	-0.5	x	x	x	17	x	-2
Cc1nc(SCC(=O)NCc2ccco2)c2oc3ccccc3c2n1	4	1	-1.2	-1.4	2	8	1.5	-2	2	-4

Assay outcomes deposited in PubChem BioAssay by several laboratories.
